# TAAR1 agonist – human TAAR1 agonists, primary screen, Fluo-8 calcium fluorescence, CHO RD-HGA16 cells | Trace amine-associated receptor 1 (Homo sapiens), Q96RJ0 | vehicle wells 0%, saturating PEA agonist 100% | 0.99% of 360,000 active | activation, % at 3 µM;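 active = activation above the mean activation of all test compounds in the run plus 3 SD, cut at about 38% in these data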
#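 System: CHO-derived RD-HGA16 cells with stable Gα16 and human TAAR1 / Times: 17-24 h plating, Fluo-8 75 min 37 °C, 30 min RT / Technique: calcium-sensitive Fluo-8 signal, excitation 470-495, emission 515-575 nm / Measure: % activation relative to PEA EC100 response / Benchmarks: DMSO and PEA EC100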
# CRFR2-BP ag – agonists of CRF-BP/CRF-R2 complex, primary screen, cell-based, HEK293, calcium dye fluorescence, uHTS; CRF-binding protein / CRF receptor 2 complex (human); calcium dye fluorescence (FLIPR); percent of saturating CRF peptide response; activation, % at 13.2 µM; 0.46% of 350,000 active;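 active = activation of at least 50%, plus an integration ratio under a set limit after plate pattern correction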;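 note: plate controls were neutral control wells without compound for no effect and CRF at EC100 for full effect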
# CHRM4 PAM – human M4 muscarinic receptor positive allosteric modulators, primary screen, CHO-K1 cells, Fluo-8 calcium fluorescence; activation, % at 3 µM; Muscarinic acetylcholine receptor M4 (Homo sapiens), P08173; CHO-K1 hM4/Gqi5, ACh EC20; 0% = ACh EC20, 100% = maximal ACh; AID 624126, 2012; 0.4% of 360,000 active;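 active = activation above its plate's cutoff, the mean activation of sample wells plus 3 SD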; note: some results filed as inactive read as strong as hits
# Target sequence (P08173 whole entry, looked up): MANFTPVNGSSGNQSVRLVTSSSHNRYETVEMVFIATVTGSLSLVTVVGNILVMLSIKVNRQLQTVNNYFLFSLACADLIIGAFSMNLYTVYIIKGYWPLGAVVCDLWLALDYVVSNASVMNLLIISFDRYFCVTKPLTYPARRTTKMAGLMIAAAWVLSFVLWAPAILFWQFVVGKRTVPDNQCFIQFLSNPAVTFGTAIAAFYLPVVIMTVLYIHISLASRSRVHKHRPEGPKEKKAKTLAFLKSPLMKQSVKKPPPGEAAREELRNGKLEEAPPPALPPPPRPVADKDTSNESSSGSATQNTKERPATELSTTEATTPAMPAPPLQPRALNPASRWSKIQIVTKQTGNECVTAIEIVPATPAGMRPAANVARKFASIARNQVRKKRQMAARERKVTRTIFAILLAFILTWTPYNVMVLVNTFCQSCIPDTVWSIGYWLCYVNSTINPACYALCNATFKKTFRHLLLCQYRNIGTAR
# CHRM5 antagonist – human M5 muscarinic receptor antagonists, primary screen, CHO cells, Fluo-8 calcium fluorescence. CHO-hM5 cells, ACh EC80. inhibition, % at 3 µM. Muscarinic acetylcholine receptor M5 (Homo sapiens), P08912. 0.59% of 360,000 active;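 active = inhibition above a per-plate cutoff, the mean of that plate's test compounds plus 3 SD, cut at about 27% in these data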;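 note: 0% = acetylcholine EC80 with DMSO and 100% = DMSO without agonist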
# Target sequence (P08912 whole entry, looked up): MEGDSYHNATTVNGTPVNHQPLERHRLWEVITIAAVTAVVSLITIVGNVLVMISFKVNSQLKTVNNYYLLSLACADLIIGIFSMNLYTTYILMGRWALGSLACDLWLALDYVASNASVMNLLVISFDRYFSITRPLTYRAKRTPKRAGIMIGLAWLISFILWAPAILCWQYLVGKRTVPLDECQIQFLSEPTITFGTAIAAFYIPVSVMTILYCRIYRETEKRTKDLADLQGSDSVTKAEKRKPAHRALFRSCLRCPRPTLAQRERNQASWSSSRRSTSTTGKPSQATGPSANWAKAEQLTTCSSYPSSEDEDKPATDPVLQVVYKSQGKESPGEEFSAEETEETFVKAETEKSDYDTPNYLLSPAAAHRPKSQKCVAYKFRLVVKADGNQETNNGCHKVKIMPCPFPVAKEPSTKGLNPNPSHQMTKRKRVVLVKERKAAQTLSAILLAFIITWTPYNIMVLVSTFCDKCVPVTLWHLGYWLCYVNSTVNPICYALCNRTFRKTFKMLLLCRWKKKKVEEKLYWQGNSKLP
# CHO-K1 Ca PAM – nonselective calcium activators in parental CHO-K1 cells, primary screen, counter-screen for M1 PAM project, cell-based, Fluo-8 calcium fluorescence, full deck, 1536-well; ATP EC20; 0% at ATP EC20, 100% at ATP max; activation, % at 3 µM; 0.02% of 360,000 active;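 active = activation above the run cutoff, the mean activation of all test compounds plus 3 SD, cut at about 40% in these data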;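 note: peak over basal fluorescence ratio in a 140 s read after ATP addition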
# CHRM5 PAM – human M5 muscarinic receptor positive allosteric modulators, primary screen, CHO-K1 cells, Fluo-8 calcium fluorescence | 0.3% of 360,000 active | Muscarinic acetylcholine receptor M5 (Homo sapiens), P08912 | activation, % at 3 µM | CHO-K1 hM5, ACh EC20 PAM; 0% = ACh EC20, 100% = ACh EC100;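 active = activation above the run cutoff, the mean activation of all test compounds plus 3 SD, cut at about 18% in these data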
#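 Test system: CHO-K1 hM5 cells / Doses: single-point, 3 µM nominal / Times: Post-acetylcholine fluorescence recording 140 s / Technique: Fluo-8 calcium fluorescence / Measure: Max/basal fluorescence ratio as % of EC20–EC100 ACh window / Benchmarks: low control EC20 acetylcholine (0%), high control EC100 acetylcholine (100%) / Replicates: one well per compound, no replicates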
# TAAR1 antagonist – human TAAR1 antagonists, primary screen, Fluo-8 calcium fluorescence, CHO RD-HGA16 cells. Trace amine-associated receptor 1 (Homo sapiens), Q96RJ0. antagonist. inhibition, % at 3 µM. 1.5% of 360,000 active;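 active = inhibition above a per-plate cutoff, the mean inhibition of test compounds on that plate plus 3 SD, cut at about 49% in these data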;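 note: 0% = DMSO plus EC80 beta-PEA response and 100% = DMSO alone without agonist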
#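 System: CHO RD-HGA16 cells bearing hTAAR1. Reagent: EC80 β-phenethylamine stimulus. Schedule: seeding 17-24 h prior, 75-min 37 °C, 30-min RT dye loading. Signal: Fluo-8 intracellular calcium dye fluorescence, real-time kinetic reads. Read-out: % inhibition from peak post-agonist over basal fluorescence ratio. Benchmarks: vehicle wells and EC80 agonist wells. Replicates: n of 1.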
# CHRM5 agonist – human M5 muscarinic receptor agonists, primary screen, CHO-K1 cells, Fluo-8 calcium fluorescence; Muscarinic acetylcholine receptor M5 (Homo sapiens), P08912; AID 624037, 2012; activation, % at 3 µM; 0.19% of 360,000 active; CHO-K1 hM5 cells; 0% DMSO wells, 100% maximal acetylcholine response;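 active = activation above the run's mean over test compounds plus 3 SD, cut at about 23% in these data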;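 note: signal is peak over basal fluorescence ratio across the kinetic read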
# CRFR2-BP antag – antagonists of CRF-BP/CRF-R2 complex, primary screen, cell-based, HEK293, calcium dye fluorescence, uHTS | CRF-induced calcium fluorescence | AID 588475, 2011 | inhibition, % at 11.8 µM | 0.59% of 350,000 active;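 active = inhibition of the ligand-induced calcium signal above about 50% at the single tested concentration, limit read from the data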
# * hit, by the source's call; / = not tested or not shown.
SMILES,TAAR1 agonist,CRFR2-BP ag,CHRM4 PAM,CHRM5 antagonist,CHO-K1 Ca PAM,CHRM5 PAM,TAAR1 antagonist,CHRM5 agonist,CRFR2-BP antag
COc1cccc(NC(=O)c2cc(=O)c3ccccc3o2)c1,3,-0.6,-19,-4,-14,-1,4,-1,-10
c1ccc(N2CCN(c3nnc(Cc4cccnc4)c4ccccc34)CC2)nc1,19,-0.8,-20,-3,-4,-13,37,4,-5
O=S1(=O)N[C@H](c2ccccc2)C[C@H](c2ccc(C(F)(F)F)cc2)O1,10,1.7,4,15,10,-4,29,1,-5
O=C(/C(=C/c1ccc(Cl)cc1)c1nc2ccccc2[nH]1)c1ccccc1,13,0.2,-20,13,16,-23,7,-5,10
COc1ccc(C(=O)/C=C/c2cn(CC(O)CN3CCN(C)CC3)c3ccccc23)cc1OC (stereo unspecified),4,22,-12,9,10,-2,-11,-5,-8
Cn1nc([N+](=O)[O-])nc1Oc1ccccc1C(=O)N1CCOCC1,2,-1.2,7,7,13,1,-16,0,11
Cn1c(CSCCOc2ccccc2)n[nH]c1=S,4,-1.0,1,6,17,6,-5,3,-5
O=C(CCC(=O)N/N=C/c1ccc(Br)s1)NCc1ccccc1,2,0.1,4,-3,0,3,3,-4,-11
COC(=O)C(Cc1ccc(OC(=O)c2ccc(Cl)cc2)cc1)N1Cc2ccccc2C1=O (stereo unspecified),16,2.8,-13,30*,2,-25,45,-2,-8
CC(C)CNC(=O)C1CCN(CC2CCCCC2)CC1,0,-1.2,-5,-2,12,2,-20,0,8

# Rewritten with tabs: 10 of the compounds above
mol	TAAR1 agonist	CRFR2-BP ag	CHRM4 PAM	CHRM5 antagonist	CHO-K1 Ca PAM	CHRM5 PAM	TAAR1 antagonist	CHRM5 agonist	CRFR2-BP antag
COc1cccc(NC(=O)c2cc(=O)c3ccccc3o2)c1	3	-0.6	-19	-4	-14	-1	4	-1	-10
c1ccc(N2CCN(c3nnc(Cc4cccnc4)c4ccccc34)CC2)nc1	19	-0.8	-20	-3	-4	-13	37	4	-5
O=S1(=O)N[C@H](c2ccccc2)C[C@H](c2ccc(C(F)(F)F)cc2)O1	10	1.7	4	15	10	-4	29	1	-5
O=C(/C(=C/c1ccc(Cl)cc1)c1nc2ccccc2[nH]1)c1ccccc1	13	0.2	-20	13	16	-23	7	-5	10
COc1ccc(C(=O)/C=C/c2cn(CC(O)CN3CCN(C)CC3)c3ccccc23)cc1OC (stereo unspecified)	4	22	-12	9	10	-2	-11	-5	-8
Cn1nc([N+](=O)[O-])nc1Oc1ccccc1C(=O)N1CCOCC1	2	-1.2	7	7	13	1	-16	0	11
Cn1c(CSCCOc2ccccc2)n[nH]c1=S	4	-1.0	1	6	17	6	-5	3	-5
O=C(CCC(=O)N/N=C/c1ccc(Br)s1)NCc1ccccc1	2	0.1	4	-3	0	3	3	-4	-11
COC(=O)C(Cc1ccc(OC(=O)c2ccc(Cl)cc2)cc1)N1Cc2ccccc2C1=O (stereo unspecified)	16	2.8	-13	30*	2	-25	45	-2	-8
CC(C)CNC(=O)C1CCN(CC2CCCCC2)CC1	0	-1.2	-5	-2	12	2	-20	0	8

# Continued.
SMILES,TAAR1 agonist,CRFR2-BP ag,CHRM4 PAM,CHRM5 antagonist,CHO-K1 Ca PAM,CHRM5 PAM,TAAR1 antagonist,CHRM5 agonist,CRFR2-BP antag
Cc1cc(C)c2c(N=CN(C)C)c(C(=O)N3CCN(c4ncccn4)CC3)sc2n1,4,0.1,-3,-4,13,7,-1,-3,1
CCN(c1ccccc1)S(=O)(=O)c1ccc(OC)c(NC(=O)c2cc(Cl)ccn2)c1,1,0.5,0,7,2,1,-15,1,-15
CS(=O)(=O)N(CC(=O)NCCSc1ccc(Cl)cc1)c1ccc2c(c1)OCO2,21,-0.3,-2,-8,11,-5,-17,-1,4
NC1=NC(c2ccccc2)=NC1(NC(=O)c1ccccc1)C(Cl)Cl (stereo unspecified),0,11,-2,2,-3,3,0,-5,10
Cn1nc(C(F)(F)F)c(/C=N/OC(=O)c2ccccc2)c1SCc1ccc(Cl)cc1,16,1.2,-18,6,19,-10,5,-7,9
Cc1nn(-c2cccc(Cl)c2)c2nc(-c3ccncc3)cc(C(=O)N3CCOCC3)c12,3,0.1,-8,17,-10,-22,3,-2,-13
O=C(O)c1cccc(NS(=O)(=O)c2ccc(S(=O)(=O)N3CCOCC3)cc2)c1,0,0.1,-4,6,-10,-4,-14,-3,-6
CC(Oc1ccc(Cl)cc1Cl)C(=O)Nc1ncccn1 (stereo unspecified),15,-1.6,8,2,25,-1,3,-5,5
O=C(CC1C(=O)NCCN1CC1CCCCC1)NCc1cccc(F)c1F (stereo unspecified),3,1.8,6,-17,19,13,0,-1,-16
O=C(c1ccc(S(=O)(=O)N2CCCCCC2)cc1)N1CCN(Cc2ccccc2)CC1,4,0.8,-2,8,-4,0,-10,1,7
CC1(C)Cc2c(cnn2-c2ccccc2)C(NC(=O)c2ccoc2)C1 (stereo unspecified),9,-0.2,-6,1,-8,-4,-20,0,-13
CCOc1ccc(NC(=O)CN(C)C(=O)c2cc(-c3ccc(OC)cc3)nc3ccccc23)cc1OCC,11,-0.9,-7,20,-15,-30,56*,0,6
Cc1nnc(NC(=O)CSc2nccn2-c2ccc(F)cc2)s1,0,0.0,5,-2,21,2,3,-6,10
c1ccc(CCn2nnnc2C(c2cccnc2)N2CCN(c3ccccc3)CC2)cc1 (stereo unspecified),9,-0.2,1,-2,15,0,11,1,0
CC(NC(=O)COC(=O)c1ccccc1SCC(=O)N1CCCC1)c1ccccc1 (stereo unspecified),6,-0.2,-7,-1,-22,-4,20,-4,6
COc1ccccc1N1CCN(S(=O)(=O)CCNC(=O)/C=C/c2ccc3c(c2)OCO3)CC1,6,-2.0,-8,-4,9,-10,15,5,4
Brc1ccc(-c2nn3c(-c4ccccn4)nnc3s2)o1,9,-0.5,18,0,-4,-4,0,-2,-2
CN(C)c1cccc(NC(=O)c2cccc3ccccc23)c1,0,-1.2,-7,5,10,-5,5,-3,13
COCCn1c(CN2CCN(c3cccc(Cl)c3)CC2)nc2c1c(=O)n(C)c(=O)n2C,2,0.2,5,2,-3,-6,-18,1,11
COc1ccc(C(=O)Nc2ccc(-c3nnn(CC(=O)NCc4ccco4)n3)cc2)cc1,0,-0.4,-9,2,14,-5,-12,-2,12
COc1ccccc1CNC(=O)C1CC(c2ccccc2[N+](=O)[O-])=NO1 (stereo unspecified),2,-1.8,14,-6,-15,21*,8,0,3
CC(=O)Nc1ccc(-c2csc(Nc3cc(C)ccn3)n2)cc1,4,0.2,2,-6,7,-1,-8,4,-18
Cc1ccc2sc(NNC(=O)C3=COCCO3)nc2c1C,1,-0.1,5,-7,17,12,-6,-2,4
O=C(/C=C/NCc1cccnc1)c1ccc(-c2ccccc2)cc1,3,5.3,-1,-11,9,-5,13,3,8
OCC(CO)(CO)N=Cc1c(O)ccc2ccccc12,7,-0.3,0,-15,16,8,-13,5,4
CC(C(=O)O/N=C(\N)c1ccccn1)c1ccc([N+](=O)[O-])cc1 (stereo unspecified),4,-0.3,0,-6,-4,-4,-14,-6,3
CCOc1ccc(-c2nnc3sc(COc4ccccc4)nn23)cc1,0,1.0,6,-7,23,4,-7,-2,4
Cc1cccc(C(=O)NNC(=O)c2ccc(Cl)cc2)c1O,9,-0.2,7,6,-10,-2,-2,-1,-9
Cc1ccc(C(=O)NCc2ccc(Cl)cc2)cc1S(=O)(=O)N1CCCCC1,4,0.6,3,3,0,3,3,-4,21
Cc1cccc(NC(=O)COC(=O)c2ccc3nc(C)c(C)nc3c2)c1,1,-0.8,12,8,18,-5,-13,3,-16
Cc1ccccc1-c1coc2cc(O)ccc2c1=O,8,4.8,3,1,-1,2,-8,0,16
COC(=O)[C@@]1(Cc2ccc(F)cc2)[C@H]2c3cc(C(=O)N(C)C)n(CCSCCO)c3C[C@H]2CN1C(=O)c1ccccc1,8,-0.5,/,/,/,/,-6,/,0
Cc1cc(N2CCN(C)CC2)nc2ccc(NC(=O)CCC(=O)NCCc3ccc(Cl)cc3)cc12,3,0.1,8,5,-24,-2,9,-4,-6
COc1ccc(N2CCN(C(C)=C3C(=O)c4ccccc4C3=O)CC2)cc1,6,-1.4,1,-6,10,-3,-12,-2,7
O=C(CN1CCCCC1)Nc1ccc(Br)cc1[N+](=O)[O-],12,0.1,-7,1,7,3,17,1,-34
CC(C)n1c(CNC(=O)c2ccccc2F)nnc1SCC(=O)NC1CCCCC1,1,0.6,4,-4,1,4,-13,3,5
c1ccc(Cn2cc(CNc3ccccc3)nn2)cc1,7,-0.8,0,17,-8,-1,5,-3,-2
O=C(COC(=O)c1cccc(Cl)c1Cl)NCc1cccs1,5,-1.5,8,8,12,3,-20,-4,2
O=c1c2c(ncn1CCO)nc1n2CCC1,0,-0.7,-6,-1,-3,0,2,-1,1
CCn1c(SCC(=O)N(C)CCC#N)nc2cc(S(=O)(=O)N3CCOCC3)ccc21,2,-1.5,10,-25,14,7,-8,-2,0
COC(=O)c1ccc(C)c(NS(=O)(=O)c2ccc3c(c2)OCCO3)c1,/,-6.6,-15,13,-6,-7,/,-2,-14
COc1ccc(NC(=O)c2cc(=O)[nH]c3ccccc23)cc1S(=O)(=O)N1CCOCC1,0,1.0,6,-1,4,3,-14,2,8
COC(=O)c1ccc(CSc2nnc(NC(=O)C3CCCO3)s2)cc1 (stereo unspecified),1,0.5,3,0,13,8,8,2,1
COC(=O)C[C@H]1C=C[C@@H](NC(=O)Nc2c(C)noc2C)[C@@H](CO)O1,2,/,3,2,/,5,-6,1,/

# Compound activity as filed in PubChem.
